PMI inhibitors: MPI enzyme activity inhibition – biochemical, fluorescence intensity, coupled assay, primary screen (AID 1209); purified PMI enzyme, coupled fluorescence intensity; higher % means a stronger effect; inhibition, % at 20 µM; hits with a dose series show IC50 in µM; hit rate 0.42% among 190,000;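 also: plate controls were DMSO vehicle for no effect and wells lacking substrate for full effect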
P. falciparum M17LAP: P. falciparum M17LAP inhibitors, primary screen, biochemical, fluorogenic H-Leu-NHMec substrate, 1536-well (AID 1619) | recombinant M17LAP, H-Leu-NHMec fluorogenic kinetic assay; higher % means a stronger effect | inhibition, % at 30 µM, or IC50 in µM where a hit was titrated | hit rate 0.38% among 220,000;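 active = compound inhibiting the enzyme by more than half at any dose during confirmatory dose-response retesting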;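 also: plate controls were full reaction with DMSO carrier for no effect and no enzyme background for full effect; strong numbers were not always called active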
M1AAP inhibition: malaria alanyl aminopeptidase activity blockers – biochemical, fluorogenic H-Leu-NHMec substrate, 1536-well (AID 1445); recombinant M1AAP, H-Leu-NHMec fluorogenic kinetic assay; higher % means a stronger effect; inhibition, % at 30 µM, or IC50 in µM where a hit was titrated; hit rate 0.42% among 220,000;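 active = primary inhibition above the hit cutoff, then over 50% inhibition at one or more dose response concentrations, cut at about 23% in these data, passing the limit was not always enough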;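 also: plate controls were DMSO full reaction for no effect and no enzyme background for full effect; strong numbers were not always called active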
K1F lysis inhibition: inhibition of K1F phage lysis, E. coli UTI89, bacterial capsule biogenesis inhibitors, alamar blue (AID 488966); E. coli UTI89 K1F phage lysis, alamar blue, 2 h; higher % means a stronger effect; inhibition, % at 100 µM; hits with a dose series show IC50 in µM; hit rate 0.02% among 340,000;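 active = phage lysis inhibition, versus mean bacterial control, above a set limit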;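 also: capsule biogenesis inhibitors block K1F phage lysis so surviving cells raise fluorescence; higher fluorescence means more inhibition of phage lysis; actives were called in the ten point dose series up to 300 µM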
XIAP displacement: small molecules displacing peptide from XIAP – biochemical, IAP family, fluorescence polarization (AID 1018). XIAP BIR domain, fluorescence polarization peptide displacement; higher % means a stronger effect. displacement, % at 20 µM; hits with a dose series show IC50 in µM. hit rate 0.007% among 200,000; in the data active = displacement above about 50%; also: a part of the inactive calls stands beside numbers as strong as those of hits
Hep lipid drop: hepatic lipid droplet formation modulation; inhibition, % at 6.5 µM; AML12 mouse hepatocytes, oleate lipid droplets, BODIPY imaging; AID 1656; hit rate 0.4% among 240,000;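 active = lipid droplet intensity inhibited by at least 50%, with more than 500 cells counted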
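Assay system: AML12 hepatocytes (mouse) / Also added: 100 µM oleic acid challenge / Times: overnight treatment with compound plus oleate / Detection: high-content imaging of BODIPY-stained droplets and DAPI nuclei / Evaluation: % inhibition of lipid droplet signal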
human PMI inhibitors: human PMI inhibitors, high substrate, primary screen, biochemical, fluorescence intensity, high mannose 6-phosphate (AID 1220) | one-dose inhibition, % at 20 µM; IC50 in µM for titrated hits | hit rate 0.66% among 190,000 | recombinant PMI enzyme, coupled fluorescence intensity; higher % means a stronger effect
TNAP activators: human TNAP enzyme activators, primary screen, biochemical, luminescent, no phosphate acceptor, uHTS (AID 1001). hit rate 0.03% among 200,000. purified TNAP, luminescent activation assay, no phosphate acceptor; higher activation fold means a stronger effect. activation fold at 20 µM; hits with a dose series show EC50 in µM; in the data active = activation fold from about 3, or a potency from the dose series; inactive = the rest, 99 in 100 with activation fold below about 1.6; also: many of its hits are not listed in these tables
Siah-1 displacement: blockers of Siah-1 interaction with plectin peptide – biochemical, fluorescence polarization, rhodamine-plectin, uHTS, primary screen (AID 1817) | Siah-1 / rhodamine-plectin peptide fluorescence polarization; higher % means a stronger effect | hit rate 0.02% among 290,000 | one-dose displacement, % at 20 µM; IC50 in µM for titrated hits;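 active = displacement of at least 50% at 20 µM, with a fluorescence ratio check between 0.3 and a set limit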;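 also: plate controls were Siah plus tracer with DMSO for no effect and tracer alone without Siah for full effect; strong numbers were not always called active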
Hep lipid drop cells 6.5 µM: second read-out of Hep lipid drop, no call of its own (marks repeat the call); cell count; measured here: cell count, cytotoxicity flag;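 cells counted across two imaged fields per well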
* hit, by the source's call; nt = no result given; [ ] = dose if it differs, or a comment. Rule as the data show it, unless noted: active = inhibition above about 50%; inactive = the rest.

SMILES	PMI inhibitors	P. falciparum M17LAP	M1AAP inhibition	K1F lysis inhibition	XIAP displacement	Hep lipid drop	Hep lipid drop cells 6.5 µM	human PMI inhibitors	TNAP activators	Siah-1 displacement
CC(C)C(C(=O)Nc1ccc(S(N)(=O)=O)cc1)N1C(=O)c2ccccc2C1=O (stereo not given)	-7.2%	-2.4%	-8.0%	-0.3%	-4.6%	2.8	699	-3.8%	1.1	-0.3%
Cc1cccc(C(=O)NC(=S)NNC(=O)Cc2ccccc2)c1	15.1%	56.6µM*	-13.3%	-6.3%	-1.2%	-3.9	644	7.9%	1.1	7.0%
Cc1ccc(C(=O)Nc2nnc(COc3ccccc3)s2)cc1	-0.1%	nt	nt	-0.2%	-3.4%	5.7	700	-5.3%	1	-2.3%
CC1=C(C#N)C(c2ccccc2)C2=C(N1)c1ccccc1C2=O (stereo not given)	-22.8%	-0.6%	-0.3%	1.7%	-5.9%	6.2	782	-25.9%	0.9	-1.4%
O=C(CCN1C(=O)C2CC=CCC2C1=O)N1CCN(c2ccccn2)CC1 (stereo not given)	-3.3%	-7.8%	-0.5%	1.0%	-1.0%	nt	nt	-6.8%	1.1	-1.8%
COc1cccc(OCc2nnc(SCC(=O)N3c4ccccc4Sc4ccc(Cl)cc43)o2)c1	11.9%	10.0%	8.3%	2.1%	-4.0%	-29.8	377	8.6%	1.2	13.0%
CCCOc1ccc(/C(O)=C2\C(=O)C(=O)N(CCCN(C)C)C23C(=O)N(C)c2ccccc23)cc1 (stereo not given)	0.0%	nt	nt	nt	-1.6%	nt	nt	-6.1%	1.1	-4.9%
CCC(C)NC(=O)CSc1nnc(-c2ccc(C(C)(C)C)cc2)n1C (stereo not given)	-5.1%	-2.2%	-2.9%	2.9%	-4.3%	nt	nt	-2.8%	1.1	-0.9%
Cn1c(=O)oc2cc(S(=O)(=O)NCCC(=O)N3CCc4ccccc43)ccc21	7.0%	-4.0%	10.3%	0.4%	1.1%	nt	nt	3.9%	1.2	0.1%
Cc1noc(C)c1COC(=O)c1cnc(Cl)c(Cl)c1	-5.5%	-10.3%	-5.2%	0.1%	-13.3%	-10.5	691	-1.8%	1	-2.0%
O=C(Nc1ccc(C(F)(F)F)cc1)c1cnc(N2CCN(c3ccccn3)CC2)c2ccccc12	-0.4%	-1.0%	-0.2%	nt	-5.6%	-4.5	765	2.8%	1.1	21.9%
Cc1cc(NC(=O)CN2CCC(O)(c3cccc(F)c3)CC2)no1	9.3%	-5.8%	4.6%	1.8%	-4.7%	-9.1	592	4.2%	1	0.4%
COc1ccc(-c2nnc(CSc3nnc(-c4ccncc4)n3C3CCCCC3)o2)cc1OC	16.5%	-5.2%	3.9%	0.3%	-0.1%	10.3	779	10.8%	1.1	-0.2%
CNc1c(C(=O)O)ccc2c1C(=O)c1ccccc1C2=O	3.5%	-10.3%	12.1%	-0.7%[50 µM]	-7.4%	12.5	560	9.3%	0.8	5.2%
CCCOC(=O)CCNc1n[nH]c(=O)[nH]c1=O	-5.1%	-5.9%	-4.5%	-0.1%	-6.2%	nt	nt	-4.2%	1.1	-2.1%
CCOc1ccc(S(=O)(=O)N2Cc3ccccc3CC2C(=O)O)cc1 (stereo not given)	nt	2.3%	0.1%	0.2%	nt	-20.5	697	nt	nt	11.0%
CCN(CC)C(=O)Cn1cc(C(=O)C2CC2)c2ccccc21	-0.3%	0.4%	5.3%	0.7%	-6.8%	-18.3	715	-3.4%	1.1	5.8%
O=C(NCc1ccc(F)cc1)c1ccc(Br)o1	-7.3%	1.9%	-0.1%	-0.4%	-3.7%	10.5	657	22.7%	1.1	2.7%
COc1ccc(CNC(=O)COC(=O)c2ccc(F)c(S(=O)(=O)N3CCCCC3)c2)cc1OC	nt	4.3%	3.1%	-0.2%	nt	9.8	717	nt	nt	3.9%
COc1cccc2c1C(=O)C=C(C)C2=O	4.9%	16.7%	2.9%	0.0%	-2.9%	-24.5	521	47.1%	1.2	0.7%
FC(F)(F)c1ccc(/C=N/N2CCN(Cc3ccccc3)CC2)cc1	6.3%	-1.4%	4.2%	0.8%[50 µM]	-1.2%	1.4	642	6.4%	1.1	1.5%
O=S(=O)(c1ccccc1)c1nc(NC2CC2)sc1Cl	-1.3%	9.8%	6.7%	0.1%	-13.8%	-4.4	683	9.0%	1	-3.1%
CC(CCCCC(=O)Nc1ccc(C(F)(F)F)cc1)NCCc1cnc[nH]1 (stereo not given)	0.1%	-0.3%	-0.8%	nt	-21.9%	1.2	751	-2.0%	2	16.0%
O=C1CC(NCC2CCCO2)C(=O)N1c1ccc(F)cc1 (stereo not given)	-0.9%	-2.8%	0.9%	0.4%	-6.8%	4.0	697	-6.5%	1.1	-3.8%
CCOC(=O)/C=C1\Nc2ccccc2OC1=O	13.4%	7.2%	1.9%	3.0%	-7.8%	-31.0	537	7.2%	0.9	24.7%
CCN(CC)c1ccc(C2C(C(=O)OC)=C(C)NC(C)=C2C(=O)OC)cc1	7.8%	0.1%	7.9%	0.4%	-4.6%	nt	nt	30.2%	1	-8.0%
CCOC(=O)c1cc2c(=O)n3ccccc3nc2n(Cc2ccco2)c1=NC(=O)c1ccc(OC)cc1OC	-6.8%	-130.1%	-10.5%	-0.2%	-2.3%	0.8	683	7.0%	1	-1.1%
CCOC(=O)c1cccc(NC(=O)CNS(=O)(=O)c2cccs2)c1	-17.2%	14.2%	6.0%	-0.5%	-19.4%	15.2	706	0.6%	1	-2.0%
CN(C(=O)CSc1nnc(-c2ccc(Cl)cc2)n1CC1CCCO1)C1CCS(=O)(=O)C1 (stereo not given)	-3.5%	-0.8%	8.7%	0.2%	-4.8%	1.2	698	-2.2%	1.3	0.7%
CC1(C)C(=O)Nc2ccccc2N1C(=O)CN1C(=O)NC(CCc2ccccc2)C1=O (stereo not given)	5.9%	13.6%	-0.2%	0.6%	-9.5%	21.9	660	27.0%	1	-2.0%
Cc1ccc(S(=O)(=O)NC2=C(N3CCN(Cc4ccccc4)CC3)C(=O)c3ccccc3C2=O)cc1	-17.6%	4.2%	12.0%	0.4%	-4.6%	-1.3	755	-43.8%	1	4.3%
CCOC(=O)CCCCC(=O)c1[nH]c(=O)[nH]c1CSCCO	14.7%	-3.4%	-0.9%	0.0%	-2.3%	-12.8	691	4.7%	1	-2.7%
CCN(CC)C(=O)Cn1nc(C)c2ccccc2c1=O	-2.0%	14.6%	9.1%	0.0%	-0.3%	9.9	814	-2.8%	1	0.9%
C/C(=N\NC(=O)C1CC1c1ccccc1)c1cccs1 (stereo not given)	-2.7%	-7.3%	-2.0%	1.5%	-0.2%	nt	nt	-1.8%	1.1	0.9%
O=C(c1ccc2c3c(cccc13)CC2)C1CCCN(Cc2ccccn2)C1 (stereo not given)	20.1%	-8.4%	2.6%	0.9%	-9.7%	-0.5	733	17.2%	1	0.3%
COc1ccc(C)cc1NC(=O)C1CCCN1C(=O)OCc1ccccc1 (stereo not given)	6.9%	-9.0%	-3.4%	11.8%	-4.3%	-22.1	632	8.8%	1.1	1.8%
CCCCNC(=O)c1ccccc1NC(=O)CCSc1ccccc1	22.8%	-5.9%	6.3%	-0.7%	3.7%	-4.8	671	20.3%	1.2	-4.3%
Cc1ccc(-c2nc(C(F)(F)F)cc(=O)[nH]2)cc1	nt	2.2%	0.7%	0.5%	nt	15.8	723	nt	nt	3.9%
Cc1cc(=O)[nH]c(N/N=C/c2c(C)nn(-c3ccc(F)cc3)c2Cl)n1	-5.0%	-0.9%	-0.1%	0.4%	-4.9%	28.5	676	-5.2%	1.2	-2.7%
CCOC(=O)c1sc(=NC(=O)COc2ccccc2)n(C)c1C	-5.8%	2.3%	-2.4%	2.0%	-3.9%	-0.5	670	-9.9%	1.1	3.5%
CCOc1ccc(N2C(=O)CC(NNc3nc4ccccc4s3)C2=O)cc1 (stereo not given)	nt	-8.3%	3.7%	-1.2%	nt	-21.0	558	nt	nt	7.1%
CCOC(=O)C1=C(C)S/C(=C\N(C)C)C1=O	3.2%	-11.9%	14.4%	3.0%[50 µM]	-10.4%	nt	nt	2.2%	1.1	-7.0%
CCc1cc(C(c2ccccc2OC)N2CCOCC2)c(NC(=O)c2ccccc2)s1 (stereo not given)	2.3%	12.6%	9.2%	1.1%	-6.5%	nt	nt	1.8%	1.1	-3.0%
CSc1ccccc1C(=O)NCc1ccc(F)cc1	4.5%	-5.6%	-7.1%	0.2%	-5.1%	-0.4	664	-1.4%	1.1	1.5%
COc1cc(OC)c(NC(C)C(=O)N2CCCC2)cc1Cl (stereo not given)	8.6%	8.7%	11.4%	0.2%	33.8%	22.2	666	30.5%	1	3.4%

Source: PubChem BioAssay
